NCI-60 one-dose screen, 48 h, at 10 µM unless noted. Numbers give growth in % (100 = growth as untreated, 0 = no growth, -100 = all killed).
SK-MEL-28: SK-MEL-28 melanoma | 81,000 tested, 4.1% active | AID 1794761
UACC-62: UACC-62 melanoma. 81,000 tested, 5.4% active. AID 1794756
UACC-257: UACC-257 melanoma. 78,000 tested, 4.4% active
SK-MEL-5: SK-MEL-5 melanoma; 80,000 tested, 6.4% active; AID 1794755
MDA-MB-435: MDA-MB-435 melanoma | 82,000 tested, 7.8% active | AID 1794794
SK-MEL-2: SK-MEL-2 melanoma | 77,000 tested, 4.7% active
LOX IMVI: LOX IMVI melanoma; 79,000 tested, 7.4% active; AID 1794757
MALME-3M: MALME-3M melanoma; 78,000 tested, 5.8% active; AID 1794766
* = called active by the depositor; / = no result given; & = joins results of further samples; ! = a repeat was not active. How the source made its calls: active means growth percent below 10; inactive means the rest. Rows were taken by chance. About 13% of those tested had a hit in this group.

SMILES | SK-MEL-28 | UACC-62 | UACC-257 | SK-MEL-5 | MDA-MB-435 | SK-MEL-2 | LOX IMVI | MALME-3M
O=C(COc1cccc(/C=C2\Cc3ccccc3C2=O)c1)c1ccc(Cl)cc1 | 104.5 | 91.4 | 96.4 | 89.4 | 114.3 | 72.8 | 127.9 | 90.0
O=C1OC(=O)C2C1C1(Cl)C(Cl)=C(Cl)C2(Cl)C2C(=O)OC(=O)C21 (configuration not stated) | 106.9 | 101.9 | / | 103.1 | 101.1 | 88.7 | 98.4 | 98.2
COc1ccc(-n2nc(C)c3c(Oc4ccc(NC(=O)Nc5c(Cl)cccc5Cl)cc4)ncnc32)cc1 | 106.1 | 98.4 | 101.6 | 99.9 | 100.2 | 105.6 | 100.4 | 99.4
c1cnc2c(c1)CN[C@@H](CN(CCCC1CCNCC1)[C@H]1CCCc3cccnc31)C2 | 124.6 | 105.8 | 79.9 | 111.2 | 111.4 | / | 106.3 | 109.7
COc1ccc(-n2nc(C(=O)Nc3ccc(OC)c(OC)c3)nc2-c2cc(OC)c(OC)c(OC)c2)cc1 | 104.0 | 75.8 | 104.6 | 64.4 | 87.4 | 82.1 | 76.2 | 95.1
COc1cc(OC)cc(-c2cc(-c3c[nH]c4ccccc34)nc(-c3c[nH]c4ccccc34)c2C#N)c1 | 100.9 | 93.6 | 112.1 | 98.5 | 99.4 | 88.4 | 82.7 | 108.4
CN(Cc1ccccc1)c1nc(Cl)c(C2CC(c3ccc4c(c3)OCO4)=NN2c2ccccc2)s1 (configuration not stated) | 109.5 | 90.6 | 96.6 | 98.8 | 103.8 | 93.4 | 92.1 | 102.4
CCc1c2c(c(C)c3oc4cc(OC)ccc4c13)C(=O)N(O)C2=O | 110.3 | 95.2 | 109.9 | 105.3 | 103.8 | 117.0 | 95.3 | 103.2
COc1ccc(-c2nnc(SCc3ccc(O)c4ncccc34)n2-c2ccccc2)cc1 | 20.2 | 2.6* | 13.6 | -11.0* | 14.3 | 33.8 | -10.9* | 10.6
O=C(O)CCCn1cc(COP(=O)(OCc2cn(CCCC(=O)O)nn2)C(c2ccccc2)(c2ccccc2)c2ccccc2)nn1 | 108.9 | 97.4 | 98.3 | 94.3 | 106.6 | 107.8 | 100.8 | 91.0
CCOC(=O)C1=C(N)Oc2c(sc3c(CC)cccc23)C1c1ccc(F)cc1 (configuration not stated) | 53.8 | 22.0 | 55.7 | 61.1 | / | 52.1 | 35.0 | 42.1
COc1ccc(-c2c3c(N)c4c(nc3nc3c2c(C)nn3-c2ccccc2)CCCC4)cc1 | 96.9 | 92.9 | 107.8 | 90.9 | 77.5 | 100.8 | 92.6 | 113.2
O=C(NCCNC(=O)Oc1cccc2ccccc12)Oc1cccc2ccccc12 | 128.0 | 91.1 | 88.3 | 85.9 | 113.6 | 88.7 | 81.9 | 140.8
O=C1CC(c2ccc(F)cc2)c2snc(-c3ccc(F)cc3)c2N1 (configuration not stated) | 112.0 | 95.1 | 95.4 | 100.7 | 102.7 | 76.4 | 99.1 | 85.2
CN(C)C(=O)c1cccnc1 | 118.8 | 115.3 | 98.2 | 104.8 | 110.0 | 120.7 | 94.0 | 117.7
COc1ccc(-c2nn(-c3ccccc3)cc2/C=C/C(=O)OCc2cn(-c3ccc(F)c(Cl)c3)nn2)cc1 | 115.2 | 80.0 | 92.9 | 83.3 | 65.3 | 86.9 | 78.9 | 59.0
Nc1ccc(C(=O)Oc2ccc([N+](=O)[O-])cc2)cc1 | 106.9 | 90.4 | 122.8 | 98.5 | 97.9 | 93.7 | 94.6 | 125.3
O=C(O)CN1CCc2c(sc3ncnc(N/N=C/c4cccc5ccccc45)c23)C1 | 102.9 | 105.2 | 103.1 | 100.1 | 106.1 | 105.2 | 100.1 | 112.1
CC(C)OC(=S)SCC(=O)c1ccc([N+](=O)[O-])cc1 | 98.6 | 100.6 | 92.6 | 91.4 | 92.0 | 95.4 | 85.3 | 86.2
CC1=NNC(=O)CC1 | 108.0&87.0 | 92.8&105.0 | 100.3&91.9 | 121.5&101.0 | 101.5&101.9 | 121.3&105.5 | 98.3&99.8 | 108.0
COc1ccc(-c2nc(/C=C3\SC(=NCc4ccc(OC)c(OC)c4)NC3=O)c3ccccn23)cc1 | 110.4 | 98.3 | 93.1 | 93.8 | 93.8 | 91.7 | 72.0 | 88.6
N#Cc1nn(-c2cc(=O)[nH]c3ccc(Cl)cc23)c(N)c1C#N | 104.2 | 81.9 | 87.0 | 101.5 | 125.0 | 116.4 | 96.6 | 91.9
CCOCCN(CCOCC)c1ncnc2nc[nH]c12 | 112.7 | 102.4 | 91.3 | 103.8 | 101.3 | 98.6 | 98.5 | 91.3
O=C1/C(=C/c2ccc(B(O)O)cc2)Oc2cc(O)ccc21 | 112.0 | 88.1 | 89.3 | 98.1 | 103.4 | 99.0 | 102.1 | 99.1
CCN1C(=O)N(CC)C2Nn3c(s/c(=C\c4ccc(Br)cc4)c3=O)=NC21 (configuration not stated) | 90.1 | 86.4 | 98.3 | 99.1 | 90.9 | 99.1 | 95.3 | 99.2
Remaining list, next part:
SMILES | SK-MEL-28 | UACC-62 | UACC-257 | SK-MEL-5 | MDA-MB-435 | SK-MEL-2 | LOX IMVI | MALME-3M
CC(Br)C(=O)C(CCCN(C)C)(c1ccccc1)c1ccccc1 (configuration not stated) | 99.1 | / | 66.2 | 100.3 | 102.2 | 104.7 | 93.8 | 88.2
COc1cc2c(cc1OC)C[N+](C)(C)C(C)C2 (configuration not stated) | 107.5 | 101.9 | 88.1 | 100.5 | 106.6 | 95.3 | 103.2 | 106.6
N#Cc1c(-c2ccc(Cl)cc2)nc2n[nH]c(-c3ccc(Cl)cc3)c2c1-c1ccc(C(F)(F)F)cc1 | 1.5* | -58.6* | 7.3* | -84.0* | -29.7* | -66.9* | / | -25.8*
CC(=O)Oc1ccc(-c2ccccc2)cc1 | 100.8 | / | 101.6 | 106.9 | 98.1 | 90.6 | 101.0 | 94.2
O=S(=O)(Nc1ccsc1-c1nc(-c2ccccc2)no1)c1ccccc1 | 106.4 | 93.7 | 90.5 | 103.5 | 101.7 | 99.8 | 97.1 | 106.7
C[N+](C)(C)CCNC(=O)c1ccc(OCc2ccccc2C(F)(F)F)cc1 | 106.8 | 89.3 | 100.1 | 101.0 | / | 108.8 | 93.3 | 95.1
COc1ccc(CNc2cc3cc(OC)c(OC)cc3c(C)n2)cc1CN1CCN(C)CC1 | 102.8 | 98.2 | 80.3 | 95.9 | 92.3 | 92.3 | 89.9 | 110.0
O=C(CCl)Nc1ccc(C(=O)/C=C/c2cc3ccccc3nc2Cl)cc1 | -69.5*! | -33.3*! | 58.7&24.4 | -78.4*! | -54.9*! | -3.1*! | 3.6* | -87.2*!
CC(=N\NC(N)=S)/C(=N/NC(N)=S)c1ccccc1 | 121.2 | 94.7 | 83.7 | 94.3 | 100.6 | 89.3 | 89.6 | 87.8
CCCCCCCCCCCCNC(=S)N/N=C/c1ccc(Cl)c(Cl)c1 | 104.3 | 95.5 | 106.8 | 99.0 | 98.8 | 99.8 | 120.4 | 113.1
COc1cc2ccccc2cc/c1=N\O | 99.6 | 87.7 | 98.4 | 96.4 | 125.2 | 87.1 | 81.2 | /
Cc1cc(-c2ccco2)c(C#N)c(=O)[nH]1 | 104.0 | 95.4 | 103.6 | 99.4 | 101.4 | 106.8 | 97.9 | 97.2
CC(C)C1CCC(C)C(O)C1 (configuration not stated) | 109.8 | / | 85.6 | 104.7 | 93.5 | 94.2 | 99.6 | 108.5
COc1ccc(S(=O)(=O)c2ccc(F)cc2)cc1 | 103.5 | 93.9 | 93.8 | 105.6 | 122.1 | 99.0 | 81.5 | 93.0
CCNC(=O)C(C)O (configuration not stated) | 109.9 | 104.6 | 97.9 | / | 113.6 | 100.9 | 97.8 | 95.6
CC(C)(C)C1=NN(c2ccccc2)C(=O)C1 | 113.6 | 100.4 | 102.6 | 107.3 | / | 96.5 | 110.6 | 100.0
CCN(CC)Cc1ccc(N)cc1 | 98.4&106.4 | 104.0&109.6 | 104.5&105.4 | 103.8&98.6 | 107.8&99.4 | 109.5&94.4 | 99.5&99.4 | 106.0&100.4
CC(=O)c1ccc(C)c(N)c1 | 105.1 | 99.9 | 101.8 | 109.7 | 113.9 | / | 76.8 | 106.8
O=C(Nc1ncc(Cc2ccc(Cl)cc2)s1)C1=NCCCCN1 | 107.8 | 97.7 | 107.8 | 99.8 | 101.3 | 110.0 | 98.7 | 102.2
CCOC(=O)C1[C@@H]2C(=O)N(c3ccc(Cl)cc3)C(=O)[C@@H]2[C@H](c2cn(-c3ccccc3)nc2-c2ccccc2)N1Cc1ccccc1 (some centres not stated) | 99.8 | 89.1 | 106.8 | 98.4 | 101.8 | 102.5 | 90.2 | 121.5
COc1cccc(OC)c1-c1cnc2nonc2n1 | 88.8 | 87.0 | 93.6 | 93.5 | 101.2 | 110.9 | 104.9 | 100.3
Cc1c(C(=O)C2C(=O)N(c3ccccc3)N=C2C(F)(F)F)nnn1-c1ccccc1 (configuration not stated) | 98.0 | 98.2 | 114.0 | 98.3 | 99.0 | 102.1 | 98.0 | 94.2
N#C/C(=C1C=C/C(=N/O)C=C/1Cl)c1ccccc1 | 96.2 | / | 120.8 | 96.4 | 96.4 | 95.1 | 89.3 | 82.7
CC(=O)OCC(OC(C)=O)c1ccccc1 (configuration not stated) | 116.4&109.7 | 100.2&101.3 | 92.6&107.0 | 98.1&109.2 | 108.3&108.4 | 97.8&111.3 | 104.3&85.8 | 108.1&113.3
O=c1[nH]c(CNc2ccc(F)cc2)nn1Cc1ccccc1F | 104.3 | 88.7 | 96.7 | 107.9 | 100.8 | 103.3 | 97.1 | 98.9
Further results
SMILES | SK-MEL-28 | UACC-62 | UACC-257 | SK-MEL-5 | MDA-MB-435 | SK-MEL-2 | LOX IMVI | MALME-3M
Cc1ccc(-n2c(-c3ccccc3)c(-c3ccccc3)c3c4n(c(=S)nc32)CCN4)cc1 | 100.4 | 69.6 | 85.3 | / | 93.4 | 94.2 | 89.8 | 91.6
O=C(Cn1cc(-c2ccc(F)cc2)nn1)Nc1nc2ccccc2s1 | 97.5 | 95.7 | 104.6 | 100.1 | 101.0 | 107.1 | 93.6 | 97.8
O=C(O)CCNC(=O)c1nc(-c2ccccc2)n(-c2ccc([N+](=O)[O-])cc2)n1 | 106.5 | 99.9 | 102.0 | 101.6 | 99.4 | 108.9 | 106.4 | 97.5
C[N+](C)(C)CC(=O)c1ccccc1 | 107.8 | 97.5 | 102.6 | 100.6 | 97.5 | 111.8 | 96.9 | 98.3
N#Cc1c(-c2cccs2)cc(-c2cnccn2)nc1SCC(=O)NNC(=S)Nc1ccc(Cl)cc1 | 108.4 | 84.6 | 107.4 | 90.0 | 86.7 | 114.8 | 76.6 | 120.9
O=CNc1ccc2c(c1)Cc1cc(NC=O)ccc1-2 | 118.1 | 110.9 | 92.7 | 98.6 | 104.3 | 120.1 | 97.6 | 116.3
Cc1ccc(N(C(=O)c2cc3ccccc3[nH]2)[C@H](C(=O)Nc2cccc([N+](=O)[O-])c2)c2ccc(N(C)C)cc2)cc1 | 112.8 | 88.0 | 94.5 | 93.9 | 95.7 | 105.0 | 72.7 | 110.2
COc1ccc(/C(C)=N/Nc2c3ccccc3nc3ccccc23)cc1 | 106.6 | 91.5 | 101.8 | 91.1 | 99.2 | 82.5 | 96.7 | 106.5
COc1cc2ncnc(Nc3ccc(C(=O)/C=C/c4ccc(Cl)c(F)c4)cc3)c2cc1OC | 109.6 | 103.4 | 107.5 | 107.8 | 108.5 | 107.3 | 100.4 | 111.7
CN1C(=O)C2(NN=C(c3cccc4ccccc34)S2)c2ccccc21 (configuration not stated) | 32.4 | 17.2 | 50.6 | 41.8 | 57.8 | 37.1 | 31.3 | 63.5
COc1cc(CN(C(C)=O)c2ccccc2C(=O)O)ccc1[N+](=O)[O-] | 105.1 | 105.5 | 111.7 | 89.1 | 105.0 | 105.4 | 102.3 | 98.2
O=C1N[C@H](C(=O)NCc2ccc(Cl)cc2Cl)C/C1=N/O | 105.5 | 98.2 | 77.4 | 98.1 | 99.3 | 96.1 | 96.4 | 100.8
NC(=O)COc1nc(-c2ccco2)cc(-c2ccc(Cl)cc2Cl)n1 | 117.3 | 93.6 | 106.1 | 99.3 | 94.7 | 96.0 | 91.9 | 115.9
CSc1cc(C)c(O)c(C)c1 | 105.8 | 106.0 | / | 102.7 | 98.6 | 92.6 | 98.8 | 85.3
COC(=O)c1nc(C)c(C)nc1N | 110.2 | 99.5 | 102.2 | 90.5 | 101.6 | 104.3 | 95.9 | 93.7
